mut p53 react – mutant p53 pathway re-activators, primary screen, cell-based, SW480, luciferase, single point, HTS | SW480 PUMA-promoter luciferase, p53 mutant reactivation | activation, % at 9.98 µM | actives 1.5% (n = 28,000) | AID 624151, 2012; in the data active means activation above about 52%; inconclusive means no clear call, values can overlap the other calls
STK33 inh – STK33 kinase inhibitors, primary screen, biochemical, luminescence, ADP-Glo, MBP substrate | actives 0.44% (n = 27,000) | Serine/threonine-protein kinase 33 (Homo sapiens), Q9BYT3 | AID 2322, 2010 | inhibition, % at 12.5 µM; in the data active means inhibition above about 20%; inconclusive means no clear call, values can overlap the other calls
Target sequence (Q9BYT3 whole entry, looked up): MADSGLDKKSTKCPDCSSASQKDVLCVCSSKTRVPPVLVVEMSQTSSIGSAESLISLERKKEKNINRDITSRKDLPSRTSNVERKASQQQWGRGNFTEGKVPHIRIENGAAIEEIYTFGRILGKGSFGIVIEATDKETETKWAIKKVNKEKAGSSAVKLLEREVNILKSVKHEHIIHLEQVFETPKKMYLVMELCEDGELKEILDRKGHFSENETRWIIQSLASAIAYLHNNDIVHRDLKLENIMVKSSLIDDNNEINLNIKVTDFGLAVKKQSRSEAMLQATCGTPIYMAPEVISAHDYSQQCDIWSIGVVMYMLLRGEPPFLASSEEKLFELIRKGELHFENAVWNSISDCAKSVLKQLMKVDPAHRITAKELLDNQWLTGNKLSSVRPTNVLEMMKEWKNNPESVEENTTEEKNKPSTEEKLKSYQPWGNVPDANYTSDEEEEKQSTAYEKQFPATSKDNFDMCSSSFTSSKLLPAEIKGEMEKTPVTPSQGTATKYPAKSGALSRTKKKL
* hit, by the source's call; ? = inconclusive; · = no result given.

SMILES	mut p53 react	STK33 inh
C[C@@H]1CN([C@H](C)CO)C(=O)c2cc(C3=CCCCC3)cnc2O[C@H]1CN(C)C(=O)c1cccc(F)c1	-3	·
C[C@H]1CCCCO[C@H](CN(C)C(=O)CCCN(C)C)[C@@H](C)CN([C@@H](C)CO)C(=O)c2cc(NC(=O)c3ccncc3)ccc2O1	5	·
COc1ccc(C(=O)CSc2ncn(-c3ccccc3)n2)cc1OC	-8	-3
C[C@@H]1CC[C@]2(C(=O)O)CC[C@]3(C(=O)O)C(=CCC4[C@@]5(C)CC[C@H](O[C@@H]6O[C@H](C)[C@H](O)[C@H](O)[C@H]6O)C(C)(C)C5CC[C@]43C)C2[C@H]1C (some centres not stated)	-12	0
Cc1ccc(C2=NN(C(=O)CCC(=O)O)C(c3ccc(F)cc3)C2)cc1 (configuration not stated)	-12	0
Cc1ccc(S(=O)(=O)Nc2ccc3c(c2)C(=O)N([C@@H](C)CO)C[C@@H](C)[C@@H](CN(C)C(=O)Nc2ccccc2)O3)cc1	0	-8
COC(=O)c1sccc1NC(=O)CN1c2cccc3cccc(c23)S1(=O)=O	-13	0
COc1ccc(NC(=O)Nc2ccc3c(c2)CC(=O)N([C@@H](C)CO)C[C@H](C)[C@H](CN(C)S(=O)(=O)c2ccc(F)cc2)O3)cc1	·	1
COC(=O)c1ccc2c(=O)n(CCc3cnc[nH]3)c(=S)[nH]c2c1	-1	-2
COc1ccc(-c2cnc3c(c2)C(=O)N([C@H](C)CO)C[C@H](C)[C@@H](CN(C)C(=O)Cc2ccncc2)O3)cc1	12	·
COc1cc(NC(=O)CCn2cnc3ccccc3c2=O)c(OC)cc1Cl	-4	-6
C[C@H](CO)N1C[C@H](C)[C@H](CN(C)Cc2ccc(Oc3ccccc3)cc2)Oc2ccc(NS(=O)(=O)c3ccc(F)cc3)cc2CC1=O	·	1
C[C@H](CO)N1C[C@H](C)[C@H](CN(C)C(=O)Nc2cccc3ccccc23)Oc2ccc(NS(C)(=O)=O)cc2CC1=O	-4	2
COc1ccc(S(=O)(=O)N(C)C[C@H]2Oc3c(NC(=O)C4CC4)cccc3C(=O)N([C@@H](C)CO)C[C@@H]2C)cc1	1	·
CNC[C@H]1OCCCC[C@@H](C)Oc2ccc(NC(=O)Nc3ccc(OC)cc3)cc2C(=O)N([C@H](C)CO)C[C@@H]1C	·	1
Cc1noc(C)c1S(=O)(=O)Nc1ccc2c(c1)C(=O)N([C@@H](C)CO)C[C@@H](C)[C@@H](CN(C)S(=O)(=O)c1ccc(F)cc1)O2	·	0
C[C@H]1CN([C@@H](C)CO)C(=O)Cc2cc(NC(=O)CCCN(C)C)ccc2O[C@@H]1CN(C)CC1CCCCC1	·	-2
O=S(=O)(c1ccccc1)c1nc(-c2ccco2)oc1NCC1CCCO1 (configuration not stated)	0	2
Cc1cc(C(F)(F)F)nn1CCCNC(=O)c1cc(-c2ccccc2)nc2ccccc12	-4	-5
COc1cc2c(cc1OC)CN(C(=O)[C@@H]1[C@H]3C(=O)O[C@H](c4ccccc4)[C@H](c4ccccc4)N3[C@H](c3ccc(O)cc3)[C@@]13C(=O)Nc1ccccc13)CC2	·	4
COCc1c(Br)c(C)nc(OCC(=O)O)c1C#N	-3	-2
CCC(Sc1nc(N)cc(=O)[nH]1)C(=O)Nc1ccc2ccccc2c1 (configuration not stated)	-14	1
CC(C)CC#Cc1cnc2c(c1)C(=O)N([C@H](C)CO)C[C@H](C)[C@@H](CN(C)C(=O)Nc1ccccc1F)O2	5	·
C[C@H](CO)N1C[C@H](C)[C@H](CN(C)C(=O)c2ccc3c(c2)OCO3)Oc2ncc(C3=CCCCC3)cc2C1=O	-4	·

In a second layout: 13 of the compounds above
molecule,mut p53 react,STK33 inh
COC(=O)c1ccc2c(=O)n(CCc3cnc[nH]3)c(=S)[nH]c2c1,-1,-2
COc1ccc(-c2cnc3c(c2)C(=O)N([C@H](C)CO)C[C@H](C)[C@@H](CN(C)C(=O)Cc2ccncc2)O3)cc1,12,·
COc1cc(NC(=O)CCn2cnc3ccccc3c2=O)c(OC)cc1Cl,-4,-6
C[C@H](CO)N1C[C@H](C)[C@H](CN(C)Cc2ccc(Oc3ccccc3)cc2)Oc2ccc(NS(=O)(=O)c3ccc(F)cc3)cc2CC1=O,·,1
C[C@H](CO)N1C[C@H](C)[C@H](CN(C)C(=O)Nc2cccc3ccccc23)Oc2ccc(NS(C)(=O)=O)cc2CC1=O,-4,2
COc1ccc(S(=O)(=O)N(C)C[C@H]2Oc3c(NC(=O)C4CC4)cccc3C(=O)N([C@@H](C)CO)C[C@@H]2C)cc1,1,·
CNC[C@H]1OCCCC[C@@H](C)Oc2ccc(NC(=O)Nc3ccc(OC)cc3)cc2C(=O)N([C@H](C)CO)C[C@@H]1C,·,1
Cc1noc(C)c1S(=O)(=O)Nc1ccc2c(c1)C(=O)N([C@@H](C)CO)C[C@@H](C)[C@@H](CN(C)S(=O)(=O)c1ccc(F)cc1)O2,·,0
C[C@H]1CN([C@@H](C)CO)C(=O)Cc2cc(NC(=O)CCCN(C)C)ccc2O[C@@H]1CN(C)CC1CCCCC1,·,-2
O=S(=O)(c1ccccc1)c1nc(-c2ccco2)oc1NCC1CCCO1 (configuration not stated),0,2
Cc1cc(C(F)(F)F)nn1CCCNC(=O)c1cc(-c2ccccc2)nc2ccccc12,-4,-5
COc1cc2c(cc1OC)CN(C(=O)[C@@H]1[C@H]3C(=O)O[C@H](c4ccccc4)[C@H](c4ccccc4)N3[C@H](c3ccc(O)cc3)[C@@]13C(=O)Nc1ccccc13)CC2,·,4
COCc1c(Br)c(C)nc(OCC(=O)O)c1C#N,-3,-2

Going on with the list.
SMILES	mut p53 react	STK33 inh
O=C(N[C@H]1c2ccccc2C[C@H]1O)C1=C[C@H](c2coc3ccccc3c2=O)C[C@H](OCCCCO)O1	·	-5
COc1ccc(S(=O)(=O)N(C)C[C@@H]2Oc3c(NC(=O)c4ccc(-c5nccs5)cc4)cccc3C(=O)N([C@@H](C)CO)C[C@H]2C)cc1	0	·
FC(F)(F)c1cccc2c1[nH]c1nc3ccccc3nc12	-1	·
Cc1noc(C)c1NC(=O)N(C)C[C@@H]1OCCCC[C@@H](C)Oc2ccc(NC(=O)Nc3cccc4ccccc34)cc2C(=O)N([C@H](C)CO)C[C@@H]1C	·	-1
Cn1c2ccccc2c2nnc(SCC(=O)Nc3ccc(Cl)cc3)nc21	-9	2
CCOC(=O)Cc1cc(=O)[nH]c(Nc2nc3ccccc3o2)n1	?	-2
CC(C)(C)c1ccc(C(=O)Nc2cccc(NC(=O)COc3ccccc3Cl)c2)cc1	38	4
Cc1cc(Cl)c(S(=O)(=O)Nc2cc(Cl)ccc2Cl)cc1OCC(N)=O	1	-7
C[C@H]1CN([C@@H](C)CO)S(=O)(=O)c2ccc(C#Cc3ccccc3)cc2O[C@@H]1CN(C)C(=O)Nc1ccc2c(c1)OCO2	-41	·
COc1cc2c(=O)oc(-c3c(-c4c(F)cccc4Cl)noc3C)nc2c(OC)c1OC	3	·
COc1ccc(C2(C(=O)NCCN3CCOCC3)CCOCC2)cc1	7	0
Cc1ccc(NC(=O)CSC2CC(=O)N(c3ccc(Br)cc3)C2=O)cc1Cl (configuration not stated)	1	2
O=C(O)c1cc2cc(Cl)ccc2[nH]1	·	2
C[C@@H]1CN([C@H](C)CO)C(=O)Cc2cc(NC(=O)C3CC3)ccc2O[C@H]1CN(C)Cc1ccc(Oc2ccccc2)cc1	·	0
Cc1c(NC(=O)COc2cccc3ccccc23)cccc1C(=O)O	-4	-3
Cn1c(SCC(=O)Nc2cc(=O)n(C)c(=O)n2C)nc2sc3c(c2c1=O)CCC3	-3	2
Cc1ccc(S(=O)(=O)Nc2ccc3c(c2)CC(=O)N([C@H](C)CO)C[C@@H](C)[C@@H](CN(C)CC2CC2)O3)cc1	·	-2
CC1(CCOC2OC(CO)C(O)C(O)C2O)CCC2C(=CCC3C(C)(C(=O)O)CCCC23C)C1 (configuration not stated)	1	-4
C[C@@H]1CN([C@H](C)CO)C(=O)CCCn2nncc2CO[C@@H]1CN(C)C(=O)Nc1ccc2c(c1)OCO2	·	-4
C[C@@H]1CN([C@H](C)CO)C(=O)c2cc(NS(=O)(=O)c3cccs3)ccc2O[C@@H](C)CCCCO[C@@H]1CN(C)C(=O)CCCN(C)C	4	·
C[C@H]1CCCCO[C@@H](CN(C)Cc2ccccc2)[C@@H](C)CN([C@@H](C)CO)C(=O)c2cc(N(C)C)ccc2O1	-9	·
C[C@H](CO)N1C[C@H](C)[C@@H](CN(C)C(=O)Oc2ccccc2)OCc2cn(nn2)CCCC1=O	·	2
O=C(CSc1ncn[nH]1)Nc1ccc(I)cc1	10	1
C[C@@H]1CN([C@@H](C)CO)C(=O)Cc2cc(N(C)C)ccc2O[C@@H]1CN(C)C(=O)Nc1cccc2ccccc12	-6	·
OCCCn1c(-c2ccc(Cl)cc2)cn2c3ccccc3nc12	0	0
C[C@H](CO)N1C[C@H](C)[C@@H](CN(C)C(=O)NC2CCCCC2)Oc2ccc(NC(=O)Nc3ccc(C(F)(F)F)cc3)cc2C1=O	-39	·
C[C@H]1CN([C@@H](C)CO)C(=O)CCCn2nncc2CO[C@H]1CN(C)S(=O)(=O)c1cccc(C#N)c1	·	0
N#CC(Cc1ccc(O)cc1)c1ccc(O)cc1 (configuration not stated)	5	·
CCCN(C)C[C@H]1Oc2cc(C#Cc3ccccc3F)ccc2S(=O)(=O)N([C@H](C)CO)C[C@H]1C	-26	·
CC(C)NC(=O)N(C)C[C@H]1Oc2ncc(C#CCc3ccccc3)cc2C(=O)N([C@@H](C)CO)C[C@H]1C	-2	·
COc1ccc(CN(C)C[C@@H]2Oc3c(NC(=O)Nc4c(C)noc4C)cccc3C(=O)N([C@H](C)CO)C[C@H]2C)cc1	10	·
CC(C)NC(=O)Nc1ccc2c(c1)C(=O)N([C@@H](C)CO)C[C@H](C)[C@@H](CN(C)CC1CC1)OCCCC[C@H](C)O2	10	·
OC(COc1ccc2c(c1)CCC2)Cn1cnc2ccccc21 (configuration not stated)	42	-5
C[C@H](CO)N1C[C@H](C)[C@@H](CN(C)Cc2ccncc2)Oc2ccc(NC(=O)Cn3cnnn3)cc2C1=O	3	·
C[C@H](CO)N1C[C@H](C)[C@@H](CN(C)C(=O)CCC(F)(F)F)OCc2cnnn2CCCC1=O	·	-4
COc1ccc(-c2nc(SCC(=O)Nc3ccc(Br)c(Cl)c3)n[nH]2)cc1	-9	2
C[C@H](CO)N1C[C@H](C)[C@H](CN(C)Cc2ccc(C(F)(F)F)cc2)OCc2cn(nn2)CCCC1=O	12	2
Cc1ccc(S(=O)(=O)N(C(=O)C2CCCCC2)c2ccc3oc(=O)sc3c2)c(C)c1	-29	·
Cc1ccc(-c2csc3nnc(SCc4csc(C)n4)n23)cc1	-18	2
COc1ccc(S(=O)(=O)Nc2ccc3c(c2)C(=O)N([C@@H](C)CO)C[C@H](C)[C@@H](CN(C)CC2CCCCC2)O3)cc1	·	-1
C[C@H](CO)N1C[C@H](C)[C@@H](CN(C)Cc2ccc(Cl)c(Cl)c2)Oc2ccc(NS(=O)(=O)c3cccs3)cc2C1=O	·	1
C[C@H](CO)N1C[C@H](C)[C@@H](CN(C)Cc2ccccc2)Oc2c(NC(=O)C3CCOCC3)cccc2C1=O	5	·
C/C=C/C=C/C(=O)O[C@@H]1C=C(CO)[C@](O)(CO)[C@@]2(C)CCCC(C)(C)[C@H]12	4	-2
CCOc1ccc(S(=O)(=O)NCc2ccco2)c(C)c1C	-6	-3
O=C(CN1CCN(S(=O)(=O)c2ccc3ccccc3c2)CC1)Nc1ccc(Br)cc1	-16	0
C[C@@H]1CCCCO[C@@H](CN(C)CC2CCCCC2)[C@@H](C)CN([C@H](C)CO)C(=O)c2cc(N(C)C)ccc2O1	·	1
C[C@H]1CN([C@@H](C)CO)S(=O)(=O)c2ccc(C3=CCCCC3)cc2O[C@@H]1CN(C)S(=O)(=O)c1cn(C)cn1	-16	·
C[C@H](CO)N1C[C@H](C)[C@H](CN(C)Cc2ccccc2)Oc2ccc(NC(=O)C3CC3)cc2C1=O	·	0
COc1ccc(CNC(=O)N(C)C[C@H]2OCc3ccccc3-c3ccccc3C(=O)N([C@H](C)CO)C[C@@H]2C)cc1	7	·
O=C(O)CC(CC(=O)Nc1cc(C(F)(F)F)cc(C(F)(F)F)c1)c1ccc(Cl)cc1Cl (configuration not stated)	6	·
C[C@@H]1CN([C@@H](C)CO)C(=O)c2cc(NC(=O)C3CC3)ccc2O[C@@H]1CN(C)C	-4	·
C[C@H]1CN([C@@H](C)CO)C(=O)Cc2cc(NC(=O)Cn3cnnn3)ccc2O[C@@H]1CN(C)C(=O)Nc1ccc2c(c1)OCO2	·	2
CC(C(N)=O)N(c1ccc(Cl)cc1)S(C)(=O)=O (configuration not stated)	-5	-2
C[C@@H]1CN([C@@H](C)CO)C(=O)Cc2cc(NC(=O)Nc3ccccc3)ccc2O[C@H]1CN(C)Cc1ccc(C(=O)O)cc1	5	·
C[C@@H]1CN([C@@H](C)CO)C(=O)c2cc(/C=C/c3ccccc3)cnc2O[C@H]1CN(C)S(C)(=O)=O	5	·
C[C@H]1CN([C@@H](C)CO)C(=O)Cc2cc(NC(=O)Cn3cnnn3)ccc2O[C@H]1CN(C)C(=O)NC1CCCCC1	1	-1
CC(C)NC(=O)Nc1ccc2c(c1)C(=O)N([C@@H](C)CO)C[C@@H](C)[C@@H](CN(C)Cc1ccccc1)OCCCC[C@@H](C)O2	-8	·
COc1ccc(N(CC(=O)Nc2cccc(Br)c2)S(C)(=O)=O)cc1	5	-1
Cc1noc(C)c1S(=O)(=O)Nc1ccc2c(c1)C(=O)N([C@H](C)CO)C[C@H](C)[C@H](CN(C)C(=O)Cc1ccccc1)OCCCC[C@H](C)O2	-19	·
CC1=C(C(=O)Nc2cccc(Cl)c2)C(c2cc(Br)ccc2OCC(=O)O)NC(=O)N1 (configuration not stated)	-3	0
C[C@@H]1CN([C@H](C)CO)C(=O)Cc2cc(NS(=O)(=O)c3cn(C)cn3)ccc2O[C@H]1CN(C)Cc1ccc(-c2ccccc2)cc1	2	1
O=C(CSc1nnc(-c2ccccn2)n1-c1ccccc1)Nc1ccc(Br)cc1	-3	3

Source: PubChem BioAssay (Broad Institute)

This is a subset, so the mix of outcomes need not match the whole.
